Bioassay records as filed in PubChem.
Menin-MLL TR inh – qHTS Assay for Inhibitors Targeting the Menin-MLL Interaction in MLL Related Leukemias: Competition With Texas Red Labeled MLL-derived Mutant Peptide | O00255 | Menin + Texas Red MLL mutant peptide, fluorescence polarization | Potency, µM (doses to about 61.6 µM), inactives show at the top dose FP activity change, negative = inhibition, most hits filed as inhibitors | 270,000 tested, 0.23% active | AID 1768, 2009; active = well fitted inhibition curve with a large enough effect in the polarisation, with a control signal flat, not every such curve was filed as active; inconclusive = small, poorly fitted or top-dose-only effect, or effect the other way, or a change in a side signal; inactive = no such curve, though single readings can be large or run the other way; the % refers to the polarisation; also: potency is read from the fitted curve at half-maximal effect; % of control where 0% means no effect; many of its hits are not listed in these tables
PTAP TSG101 blk – qHTS Assay for Iinhibitors of HIV-1 Budding by Blocking the Interaction of PTAP/TSG101. 340,000 tested, under 10 active. Potency, µM (top dose mostly 115 µM), inactives show at the top dose activity change, negative = inhibition, hits mostly inhibitors. AID 493005, 2010. Fluorescence polarization, FITC-PTAP peptide / Tsg101 binding; active = well fitted inhibition curve with a large enough effect in the main read-out, with a control signal flat, not every such curve was filed as active; inconclusive = small, poorly fitted or top-dose-only effect, or effect the other way, or a change in a side signal; inactive = no such curve, though single readings can be large or run the other way; also: potency is read from the fitted curve at half-maximal effect; % of control where 0% means no effect
Target sequence (Q99816 whole entry, looked up): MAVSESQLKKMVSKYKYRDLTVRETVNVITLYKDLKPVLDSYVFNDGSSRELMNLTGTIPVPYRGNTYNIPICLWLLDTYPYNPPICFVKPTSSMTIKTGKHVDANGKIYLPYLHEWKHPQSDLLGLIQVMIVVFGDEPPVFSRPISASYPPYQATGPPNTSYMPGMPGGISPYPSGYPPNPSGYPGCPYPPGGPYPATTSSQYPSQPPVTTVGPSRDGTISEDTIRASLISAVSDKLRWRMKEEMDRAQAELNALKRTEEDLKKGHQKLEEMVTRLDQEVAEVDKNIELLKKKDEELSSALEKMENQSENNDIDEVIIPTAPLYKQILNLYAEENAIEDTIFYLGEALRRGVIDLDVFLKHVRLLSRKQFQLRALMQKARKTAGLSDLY
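FP read-out: FITC-PTAP peptide, 50 nM final, binding Tsg101 binding domain, 10 uM final; 20 min, r.t.; 10 mM HEPES pH 7.5, 0.15 M NaCl, 0.01% Tween 20, 3 mM EDTA, 0.1 mM TCEP.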
MBNL1 CUG block – qHTS Assay for Inhibitors of MBNL1-poly(CUG) RNA binding; TR-FRET MBNL1-His/biotin-(CUG)12 binding, 665/545 ratio; 280,000 tested, 0.036% active; AID 2675, 2010; Potency, µM (highest dose often 57.5 µM), for inactives: at the highest dose activity change, negative = inhibition, hits mostly inhibitors; Muscleblind-like protein 1 (Homo sapiens), Q9NR56; active = well fitted inhibition curve with a large enough effect in the signal ratio, with a control signal flat, not every such curve was filed as active; inconclusive = small, poorly fitted or top-dose-only effect, or effect the other way, or a change in a side signal; inactive = no such curve, though single readings can be large or run the other way; the % refers to the signal ratio; also: potency is read from the fitted curve at half-maximal effect; % is scaled to controls: 0 for no effect and ±100 for the full control effect
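MBNL1-His + Biotin-(CUG)12, cpd titration 92 nM–58 uM; Tb anti-His Ab 0.055 ng/ul, SA-XL665 5 nM (final); 60 min RT; ratiometric 665/545 nm, Ex 340 nm; normalized to buffer and full-complex controls.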
ASM inhibitor – Inhibitors of Secretory Acid Sphingomyelinase (S-ASM): qHTS. AID 504937, 2011. 340,000 tested, 0.006% active. Sphingomyelin phosphodiesterase (Homo sapiens), P17405. Potency, µM (highest dose often 57.5 µM), for inactives: top-dose activity change, negative = inhibition, usual class: inhibitors. placental ASM, HMU-PC fluorogenic substrate, 60 min; also: potency is read from the fitted curve at half-maximal effect
Target sequence (P17405 47-631 limits assumed): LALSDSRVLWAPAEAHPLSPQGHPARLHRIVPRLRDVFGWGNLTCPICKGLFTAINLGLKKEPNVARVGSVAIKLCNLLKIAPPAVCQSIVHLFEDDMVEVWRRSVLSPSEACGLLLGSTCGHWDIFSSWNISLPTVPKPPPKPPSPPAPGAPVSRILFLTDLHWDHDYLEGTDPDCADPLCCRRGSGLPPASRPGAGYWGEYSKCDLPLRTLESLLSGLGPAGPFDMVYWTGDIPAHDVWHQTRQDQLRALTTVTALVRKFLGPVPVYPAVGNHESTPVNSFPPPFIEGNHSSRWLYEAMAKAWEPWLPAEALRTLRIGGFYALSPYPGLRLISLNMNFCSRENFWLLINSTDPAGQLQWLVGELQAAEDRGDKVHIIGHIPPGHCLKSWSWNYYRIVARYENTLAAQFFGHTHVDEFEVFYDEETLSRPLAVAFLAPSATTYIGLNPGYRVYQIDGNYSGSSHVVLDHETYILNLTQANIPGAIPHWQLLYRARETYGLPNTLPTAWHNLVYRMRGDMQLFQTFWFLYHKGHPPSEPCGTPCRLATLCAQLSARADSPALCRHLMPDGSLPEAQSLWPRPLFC
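Fluorescence read-out (Ex 386 nm, Em 447 nm) after stopping the reaction at pH 10. Enzyme: ASM from human placenta; substrate HMU-PC0, 9 uM final; 60 min, 37 °C. Compound preincubation 10 min, ambient temperature.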
Mito fusion yeast – qHTS Assay for Small Molecule Inhibitors of Mitochondrial Division or Activators of Mitochondrial Fusion; Potency, µM (highest dose often 46.1 µM), for inactives: at the top dose growth rescue (activation), most hits filed as activators; 320,000 tested, 0.23% active; S. cerevisiae fusion-defective mutant growth rescue, CellTiterGlo 48 h;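 also: potency is read from the fitted curve at half-maximal effect; % of control where 0% means no effect; nearly all actives have a fitted effect of over 45% in size; temperature-sensitive fusion mutants such as fzo1-1 at 37 °C on non-fermentable ethanol glycerol medium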
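Luminescent cell viability in 1536-well qHTS format served as the measure of rescued growth in ts fusion-mutant S. cerevisiae cultured on non-fermentable YPEG for 48 hours at 37C.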
TCR activator – Activators of T cell receptors: qHTS campaign; primary human leukocytes, anti-CD3, IL-2 HTRF, 48 h; Potency, µM (series often up to 9.22 µM), for the others: at the top dose activation of IL-2 secretion, usual class: activators; 330,000 tested, under 10 active; AID 504894, 2011; also: % of control where 0% means no effect
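Readout: HTRF IL-2, Eu-cryptate/d2 antibody pair, 320nm excitation, 665nm emission. Stimulus: a-CD3 beads, no co-stimulation. Cells: primary human leukocytes. Exposure: 48 hr with compound.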
TSHR antagonist – Antagonists of the Thyroid Stimulating Hormone Receptor: HTS campaign. Thyrotropin receptor (Homo sapiens), P16473. TSHR-expressing cells, TSH-stimulated cAMP HTRF, 2 h; active compounds read low. activity change, negative = inhibition, % at 11.5 µM. 330,000 tested, 0.2% active;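 active = activity change below a set negative limit, meaning inhibition stronger than a set level, cut at about -70% in these data; inconclusive = activity change between two set negative limits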; also: % is scaled to controls: 0 for no effect and ±100 for the full control effect
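Inhibition of cAMP made by TSHR-expressing cells under TSH stimulation (4nM final, EC80; 2 h, 37 deg C) is quantified with a one-step lysis HTRF kit, anti-cAMP cryptate versus cAMP-d2.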
A-T KAP1 phos – qHTS Assay for Identifying a Potential Treatment of Ataxia-Telangiectasia. […] A-T fibroblasts, KAP-1 phosphorylation AlphaLISA; neocarzinostatin DNA damage 30 min before lysis. Potency, µM (titrated, usually from 57.5 µM), for the others: at the top dose activation, hits mostly activators. 320,000 tested, 0.19% active; also: potency is read from the fitted curve at half-maximal effect; % of control where 0% means no effect; nearly all actives have a fitted effect of over 45% in size
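hTERT-immortalized A-T patient fibroblasts ([…]), 500 cells/well in OPTI-MEM, 1% FBS, got compounds for 60 min, then NCS for 30 min at 37C. Lysates were then assayed for phospho-KAP-1 by AlphaLISA (anti-pKAP1 donor, anti-KAP1 acceptor beads), 6 hr at 25C.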
Integrin act MD – qHTS for Activators of Integrin-Mediated Alleviation for Muscular Dystrophy; alpha7betagal myoblasts, beta-gal FDG fluorescence, 48 h; Potency, µM (series often up to 38.3 µM), inactives show at the top dose activation, actives largely listed as activators; 350,000 tested, 0.064% active; AID 624291, 2012;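 also: potency is read from the fitted curve at half-maximal effect; 100% = response of the positive control SU9516; nearly all actives have a fitted effect of over 60% in size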
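Alpha7betagal+/- myoblasts (passage 13) were plated 16-24 hr, then exposed to compounds (1:260 dilution of DMSO stock) for 48 hours at 37C. After MPER lysis, β-galactosidase reporter activity was read as FDG fluorescence (ex 480/em 540) after 30 minutes.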
CXXC DNA block – qHTS Fluorescence Polarization Assay for Inhibitors of MLL CXXC domain - DNA interaction; Histone-lysine N-methyltransferase 2A (Homo sapiens), Q03164; Potency, µM (series often up to 115 µM), inactives show top-dose activity change, negative = inhibition, usual class: inhibitors; MLL-CXXC / FITC-HOXA9 DNA fluorescence polarization; 290,000 tested, 0.037% active; active = well fitted inhibition curve with a large enough effect in the polarisation, with a control signal flat, not every such curve was filed as active; inconclusive = small, poorly fitted or top-dose-only effect, or effect the other way, or a change in a side signal; inactive = no such curve, though single readings can be large or run the other way; the % refers to the polarisation; also: potency is read from the fitted curve at half-maximal effect
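Fluorescence polarization: 7 uM MLL-CXXC (stock) preincubated 5 min with compounds, then 50 nM fluorescein-HOX-A9 DNA (stock) added; 30 min ambient. Buffer 50 mM Tris-HCl pH 7.5, 50 mM NaCl, 1 mM DTT, 0.05% BSA.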
Active calls of the source: *; u = inconclusive; x = not tested or not shown; [ ] = remark or other dose. Unless noted, calls follow the shape of the dose curve; as a rule, active = well fitted curve in the direction sought with a large enough effect; inconclusive = small, poorly fitted or top-dose-only effect, or another doubt; inactive = no such curve, though single readings can be large; an effect the other way counts as inactive or inconclusive. The list is partial; rates above refer to the full screens.

SMILES	Menin-MLL TR inh	PTAP TSG101 blk	MBNL1 CUG block	ASM inhibitor	Mito fusion yeast	TCR activator	TSHR antagonist	A-T KAP1 phos	Integrin act MD	CXXC DNA block
NS(=O)(=O)c1ccc(CCNC(=O)CN2CCN(c3ccc(F)cc3)CC2)cc1	8%	-2%	-15%	7%	-3%	6%[46.1 µM]	-7	-4%	-25%	0%
Cc1nc([N+](=O)[O-])c(N2CCN(C)CC2)n1Cc1ccccc1	-1%	-10%	14%	0%	-5%	0%	2	1%	1%	3%
CCOC(=O)C(Cc1ccc(NC(C)=O)cc1)N1C(=O)c2ccccc2C1=O (configuration not stated)	x	1%	x	3%	3%	-3%	-8	11%	3%	x
COc1ccc(C(=O)NCc2nnc(SCC(=O)N3CCOCC3)o2)cc1OC	-2%	-4%	-11%	4%	9%	2%	-4	-2%	25%	5%
Cc1oc(-c2ccc(Cl)cc2)[n+]([O-])c1C	25%	-7%	-3%	3%	-3%	0%	13	-2%	9%	15%
CC(=O)c1ccc(NC(=O)C(Cc2ccccc2)n2cccc2)cc1 (configuration not stated)	x	-3%	-8%	0%	-3%	-1%	-4	-2%	-15%	-8%
CC/C(=N\NC(=O)c1ccoc1C)c1ccc(C)o1	-5%	0%	-17%	6%	6%	-7%[46.1 µM]	0	-2%	u	-4%
CCN(CC)CCNC(=O)C(=O)Nc1cc2c3c(c1)CC(=O)N3CCC2	0%	-3%	-2%	3%	11%	8%	4	0%	10%	4%
CC(C)(C)C1CCc2c(sc(NC(=O)c3cccs3)c2C(N)=O)C1 (configuration not stated)	u	0%	u	167%[activator]	9%	-6%[46.1 µM]	18	x	16%	-3%
CCCCNC(=O)CSc1nc2ccc(N3CCOCC3)cc2c(=O)n1CCc1ccccc1	1%	-1%	u	16%	8%	8%	2	0%	-14%	8%
O=C(c1cccc(NS(=O)(=O)c2ccc(F)cc2)c1)N1CCN(c2ccccc2)CC1	x	-3%	x	3%	5%	-5%	-13	1%	22%	x
COc1cc(C(=O)Nc2cccc(-c3nc4cc(C)cc(C)c4o3)c2)cc(OC)c1OC	6%	-5%	-2%	u	1%	3%	8	-3%	4%	6%
O=C(CNc1cc(S(=O)(=O)N2CCOCC2)ccc1NCC1CCCO1)Nc1ccc(F)c(F)c1 (configuration not stated)	x	-3%	5%	x	-2%	0%	5	0%	27%	31%
FC(F)(F)c1cccc(Sc2cc(C(F)(F)F)nc(-c3ccccn3)n2)c1	u	-4%	-9%	-12%	4%	1%	-24	u	-23%	0%
Cc1ccccc1NC(=O)c1ccc(F)c(S(=O)(=O)NCC2CCCO2)c1 (configuration not stated)	-16%	-7%	-6%	0%	-1%	-4%	-2	1%	-18%	-3%
O=C(Nc1ccon1)c1cc2ccccc2oc1=O	-10%	-3%	u	-1%	-2%	2%	39	9%	2%[7.66 µM]	12%
CCNc1nc(NCC)n2c(SCC(=O)c3ccccc3Cl)nnc2n1	-5%	1%	-11%	3%	2%	-1%	1	-1%	-6%	19%
Cc1cc(=O)[nH]c(SCC(=O)Nc2ccc(Br)cn2)n1	22%	-3%	-3%	5%	3%	3%	-4	4%	5%	-5%
Cc1nnc(Nc2ccc(C(=O)N3CCOCC3)cc2)c2ccccc12	0%	0%	20%	-3%	-5%	8%	1	-5%	-2%	-2%
O=C(CSc1ccc(Cl)cc1)Nc1ncccn1	-6%	-5%	x	-2%	3%	-9%[46.1 µM]	32	3%	0%	-4%
COc1cccc(C(=O)NNC(=O)c2sccc2-n2cccc2)c1	3%	-3%	0%	3%	-4%	3%	6	-3%	23%	1%
CCOC(=O)c1cn(CC(=O)Nc2ccc(CC)cc2)nn1	0%	-6%	-6%	-2%	4%	1%	43	10%	11%	-5%
COc1ccc([N+](=O)[O-])cc1NC(=O)C(C)Sc1ccccc1 (configuration not stated)	4%	1%	38%[activator]	-1%	14%	3%[46.1 µM]	-2	2%	-19%	1%
Cc1ccc(C2c3c(oc4ccc(Cl)cc4c3=O)C(=O)N2CCCN2CCOCC2)o1 (configuration not stated)	12%	x	8%	x	5%	-11%[46.1 µM]	8	-3%	x	3%
O=C(COC(=O)CNC(=O)c1ccco1)Nc1ccc(F)cc1	12%	-3%	-5%	-1%	-5%	5%	-3	2%	-103%[inhibitor]	-1%
COc1cccc(CN(C)C(=O)c2cc(-c3cccs3)nc3ccccc23)c1	13%	0%	29%	34%[activator]	0%	-3%	52	12%	0%	13%
COC(=O)c1c(NC(=O)CSc2nnc(Cn3nnc4ccccc43)n2C)sc(C)c1C	-14%	-9%	-3%	-2%	-3%	-32%	0	12%	3%	-2%
O=C(Cc1ccccc1)Nc1ccc2oc(-c3cccnc3)nc2c1	0%	-2%	46%[activator]	-2%	-4%	-7%	4	-1%	0%	13%
C=C(C)CSc1nc2c(c(=O)[nH]c(=O)n2C)n1CCC(C)C	-7%	-5%	3%	-9%	10%	0%	-5	4%	4%	-4%
O=C1CS/C(=N/N=C/c2c[nH]c3ccccc23)N1	x	-3%	4%	3%	-3%	2%	0	31%	19%	6%
Cc1ccc(NC(=O)Nc2ccc3c(c2)OCO3)nc1	-5%	-9%	2%	-2%	-2%	-3%	-11	3%	-4%	-2%
COc1ccc(Oc2ccc(/C=C/C(=O)c3ccc(O)cc3)cc2[N+](=O)[O-])cc1	u	0%	-5%	-29%	7%	0%	u	14%	-49%[inhibitor]	-3%
CCOc1ccc(S(=O)(=O)Nc2cccc(C(=O)NCCCN3CCOCC3)c2)cc1	x	-10%	x	2%	1%	4%	-1	-11%	0%	x
COc1ccc(-n2c(C)nn(C)c2=O)c(OC)c1	18%	-6%	-1%	2%	-2%	-1%	9	-3%	0%	-2%
CC(=O)c1ccc(Nc2ccc([N+](=O)[O-])c3nonc23)cc1	18%	-3%	u	3%	-7%	x	-27	-6%	-43%	8%
COc1ccc(CN2CCCC(C(=O)N3CCc4ccccc4C3)C2)cc1OC (configuration not stated)	-8%	-2%	-17%	0%	3%	0%	8	3%	2%	6%
COc1ccc(Nc2nc(C)cc(-c3cc(-c4ccccc4)on3)n2)cc1	x	-2%	x	-2%	x	6%	x	x	5%	x
Cn1c(N)c(C(=O)COC(=O)/C=C/c2ccc(Cl)cc2)c(=O)n(C)c1=O	x	-4%	x	-22%	-4%	-1%	133	-5%	-30%	x
COc1ccc2[nH]c(=O)c(CN(C(=O)c3cccnc3)c3ccccc3OC)cc2c1	-28%	1%	-8%	29%	-2%	-4%	10	-1%	-6%	-6%
COc1ccc2c(=O)c(C(=O)O)c(-c3ccc4c(c3)OCO4)n(C)c2c1	11%	-1%	13%	2%	-1%	1%[46.1 µM]	-4	-10%	1%	7%
COc1ccccc1C(=O)OCC(=O)NC12CC3CC(CC(C3)C1)C2	x	-3%	x	2%	0%	4%	-19	1%	3%	x
Cc1ccc(N2C(=O)CC(Sc3nc(C)cc(C)n3)C2=O)cc1 (configuration not stated)	2%	-4%	3%	1%	-13%	x	-2	6%	0%	-2%
CC(=O)Nc1ccc([C@H]2[C@H](C)CC[C@H]3C(=O)N4[C@@H](CC[C@@H](C)[C@@H]4c4ccc(NC(C)=O)cc4)C(=O)N32)cc1	20%	x	-8%	x	0%	x	-1	15%	x	6%
CSc1ccc(S(=O)(=O)NC2CCCCCC2)cc1	-1%	-4%	-13%	-5%	u	-6%	-8	11%	-8%	0%
